# Compound activity deposited in PubChem BioAssay by several laboratories.
# TNAP act hiacc = TNAP activators at high phosphate acceptor level, primary screen, biochemical, luminescence, uHTS; Alkaline phosphatase, tissue-nonspecific isozyme (Homo sapiens), P05186; purified TNAP, CDP-star luminescence, 1 M DEA, 30 min; hits give high values; 0 = EDTA background, 1 = DMSO-only activity; activation factor at 20 µM; 200,000 tested, under 10 active;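 active means activation factor at least 2 at 20 µM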
# Target sequence (P05186 whole entry, looked up): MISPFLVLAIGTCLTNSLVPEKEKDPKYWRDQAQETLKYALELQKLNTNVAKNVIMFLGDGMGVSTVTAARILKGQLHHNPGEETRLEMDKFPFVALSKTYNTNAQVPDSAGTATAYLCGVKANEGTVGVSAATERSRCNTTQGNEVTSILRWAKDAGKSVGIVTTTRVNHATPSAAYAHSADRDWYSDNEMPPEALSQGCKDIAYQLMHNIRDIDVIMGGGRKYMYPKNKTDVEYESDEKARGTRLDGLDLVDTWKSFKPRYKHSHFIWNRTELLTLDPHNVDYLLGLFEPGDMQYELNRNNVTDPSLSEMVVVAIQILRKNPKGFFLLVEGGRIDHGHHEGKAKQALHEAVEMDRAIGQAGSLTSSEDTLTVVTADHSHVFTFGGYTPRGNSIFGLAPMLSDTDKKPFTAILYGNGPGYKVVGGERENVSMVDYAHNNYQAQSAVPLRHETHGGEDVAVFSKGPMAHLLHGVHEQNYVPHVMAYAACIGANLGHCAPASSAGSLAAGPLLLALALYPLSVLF
#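 system = human TNAP | amount = enzyme diluted 1/800 final | reagent = 100 µM CDP-star substrate | signal = luminescent substrate turnover signal | dosing = one dose, 20 µM | benchmarks = EDTA negative control, DMSO positive control | measure = activation factor | timing = 30 min reaction, room temperature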
# RAM network inh = inhibitors of the yeast RAM network, primary screen, dse1pr::URA3 reporter, 5-FOA selection. S. cerevisiae dse1pr::URA3 reporter, 5-FOA growth OD615, 2 d; analog-sensitive cbk1-as2 kinase mutant strain. inhibition, % at 50 µM. AID 868, 2007. hit rate 1.8% among 190,000;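 active means inhibition above a set limit, 3 SD over mean compound inhibition, cut at about 8.4% in these data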;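 further: 0% = DMSO-only wells with no growth and 100% = 10 µM 1-NA-PP1 full growth; inhibition rescues growth on 5-FOA so higher OD means more RAM inhibition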
# TNAP inh hi DEA = human TNAP enzyme inhibitors, primary screen, biochemical, luminescent, high phosphate acceptor level, uHTS; purified TNAP, CDP-star luminescence, 1 M DEA; inhibition, % at 20 µM; hit rate 0.03% among 200,000;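 active means over 50% inhibition of tissue-nonspecific alkaline phosphatase at 20 µM in the single-dose screen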;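 further: plate controls were DMSO wells for no effect and EDTA-quenched wells as full inhibition for full effect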
# FLuc inhib CS = firefly luciferase enzyme inhibitors, primary screen, artefact control for luciferase-based inhibitor screens, biochemical, luminescence, ATPLite. Luciferin 4-monooxygenase (Photinus pyralis), P08659. 10 min. inhibition, % at 10 µM. hit rate 1.5% among 200,000. AID 1006, 2008;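 active means inhibition above about 50% when tested at 10 µM, limit read from the data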
# Target sequence (P08659 whole entry, looked up): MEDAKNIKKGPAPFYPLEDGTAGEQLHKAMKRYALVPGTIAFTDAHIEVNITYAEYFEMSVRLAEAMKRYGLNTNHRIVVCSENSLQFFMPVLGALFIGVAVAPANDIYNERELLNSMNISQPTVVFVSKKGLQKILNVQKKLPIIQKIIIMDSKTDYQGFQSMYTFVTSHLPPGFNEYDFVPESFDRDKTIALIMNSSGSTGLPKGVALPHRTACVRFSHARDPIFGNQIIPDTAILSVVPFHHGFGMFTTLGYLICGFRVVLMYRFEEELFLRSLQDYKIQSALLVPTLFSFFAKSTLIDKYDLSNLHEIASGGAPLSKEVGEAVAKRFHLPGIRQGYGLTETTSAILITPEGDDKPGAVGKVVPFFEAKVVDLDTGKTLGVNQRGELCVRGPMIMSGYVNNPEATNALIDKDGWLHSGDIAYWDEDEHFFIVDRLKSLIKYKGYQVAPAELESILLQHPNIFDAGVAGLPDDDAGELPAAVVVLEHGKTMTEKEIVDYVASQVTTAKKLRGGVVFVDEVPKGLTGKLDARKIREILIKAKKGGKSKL
# bIAP act = bovine intestinal alkaline phosphatase activators, primary screen, biochemical, bovine IAP, CDP-star luminescence; purified bovine IAP, 30 min; hits give high values; fold of DMSO-control signal, blank-subtracted; alkaline phosphatase, intestinal [Bos taurus]; activation factor at 20 µM; hit rate 0.17% among 200,000;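 active means activation factor of 2 or more at 20 µM, a signal rise over negative controls twice the positive control's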
# FLuc stim CS = FLuc activators, initial screening, artefact control for FLuc-dependent activation tests, biochemical, ATPlite luminescence. Luciferin 4-monooxygenase (Photinus pyralis), P08659. ATPlite luciferase biochemical, 10 min; 0 = ATP-free wells, 1 = DMSO control. activation factor at 10 µM. 200,000 tested, under 10 active;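 active means luciferase activation factor, scaled between plate controls, of at least 2 with compound at 10 µM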
#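 Material: luciferase plus luciferin reagent, cell-free. Medium: PBS buffer for ATP. Also added: ATP substrate, dispensed from a 10.24 µM working solution in PBS. Doses: test compounds dosed from 2 mM stocks in 100% DMSO. Incubation: 10 min post-reagent at room temperature. Technique: light output (luminescence). Read-out basis: luminescence gain marking luciferase activators.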
# TNAP inh noacc = human TNAP enzyme inhibitors, primary screen, biochemical, luminescent, no phosphate acceptor, uHTS | purified TNAP, CDP-star luminescence, 30 min | inhibition, % at 20 µM | hit rate 0.26% among 200,000;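 active means tissue-nonspecific alkaline phosphatase inhibition above about 50% at 20 µM in the single-dose screen, limit read from the data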;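 further: 0% = DMSO negative control and 100% = EDTA positive control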
# bIAP inh = bovine intestinal alkaline phosphatase inhibitors, primary screen, selectivity assay for TNAP inhibitor project, biochemical, bovine IAP, CDP-star luminescence | purified bovine IAP, 30 min | 190,000 tested, under 10 active | alkaline phosphatase, intestinal [Bos taurus] | inhibition, % at 20 µM;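 active means over 50% inhibition of intestinal alkaline phosphatase at 20 µM in the single-dose screen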
#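 Incubation: 30 min reaction at room temperature / Material: purified bovine intestinal alkaline phosphatase (IAP) enzyme / Input: enzyme at 1/65,000,000 dilution / Dosing: 20 µM single dose / Signal: CDP-star luminescence signal / Reagent: CDP-star chemiluminescent phosphatase substrate, 30 µM final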
# APP transl inh = inhibitors of APP translation via 5'UTR reporter, primary screen, APP 5'UTR luciferase, SH-SY5Y cells; SH-SY5Y APP 5'UTR-luciferase reporter, luminescence; inhibition, % at 2 µM; hit rate 0.82% among 190,000; AID 1285, 2008;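 active means inhibition above a set limit, derived from the sample mean plus 3 SD, cut at about 45% in these data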; further: values of inactives mirror those of a sister screen read the other way
# Lmaj promast = Leishmania major promastigote growth inhibition, primary screen; Leishmania major promastigotes, resazurin fluorescence viability; inhibition, % at 10 µM; hit rate 9% among 200,000; AID 1063, 2008; in the data active means inhibition above about 50%;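 further: promastigotes grown with compound for 44 hours at 28 °C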
# Numbers without * were called inactive; . = not tested or not shown.
# Order of results: TNAP act hiacc, RAM network inh, TNAP inh hi DEA, FLuc inhib CS, bIAP act, FLuc stim CS, TNAP inh noacc, bIAP inh, APP transl inh, Lmaj promast
> O=C(/C=C/c1ccc(Cl)c(Cl)c1)N1CCc2ccccc21
  1, 3.9, -1, 7, 0.7, 0.9, -6, 26, -42, -6
> Cc1nn(Cc2ccc(Cl)cc2)c(C)c1NC(=O)CCCn1nc(C)c([N+](=O)[O-])c1C
  1, 0.0, -3, 2, 1, 1, -8, 3, 8, 36
> COC(=O)[C@H](CCSC)NC(=O)Nc1ccc(C)c(C)c1
  1, -0.9, 0, -2, 0.9, 1, -4, 8, -10, -2
> COC(=O)CCc1c(C)nc(N)[nH]c1=O
  1, 2.9, -3, -6, 0.9, 1.1, 0, 12, -12, -6
> O=C(COc1ccc(Cl)cc1Cl)NCc1ccncc1
  1, 0.4, -4, -4, 1, 1, -8, 0, -12, -8
> CCc1cccc(C)c1NC(=S)NCC(c1cccnc1)N(C)C (stereo not given)
  1, 0.1, -2, -3, 1, 1, -12, -5, -12, 3
> CCN(CC)S(=O)(=O)c1ccc(N2CCOCC2)c(NC(=O)C23CC4CC(CC(Cl)(C4)C2)C3)c1
  1, 5.2, -3, -1, 1.1, 1, -5, -10, -1, 56*
> CN(CCNS(=O)(=O)c1ccc2c(c1)oc(=O)n2C)Cc1ccccc1
  1, -0.3, 0, -3, 0.9, 1, -7, 12, -7, -9
> COCCn1c(C)cc(C(=O)COC(=O)c2ccc(NC(=O)CC#N)cc2)c1C
  1, 2.4, 0, 5, 1.1, 0.9, -6, -7, -149, -4
> COc1ccc(OC)c2sc(NNC(=O)C3COc4ccccc4O3)nc12 (stereo not given)
  1, 2.8, -3, -1, 1.1, 1, -127, -8, -13, 3

# Reprinted from the part before: four entries, followed by the next part.
# Order of results: TNAP act hiacc, RAM network inh, TNAP inh hi DEA, FLuc inhib CS, bIAP act, FLuc stim CS, TNAP inh noacc, bIAP inh, APP transl inh, Lmaj promast
> CCN(CC)S(=O)(=O)c1ccc(N2CCOCC2)c(NC(=O)C23CC4CC(CC(Cl)(C4)C2)C3)c1
  1, 5.2, -3, -1, 1.1, 1, -5, -10, -1, 56*
> CN(CCNS(=O)(=O)c1ccc2c(c1)oc(=O)n2C)Cc1ccccc1
  1, -0.3, 0, -3, 0.9, 1, -7, 12, -7, -9
> COCCn1c(C)cc(C(=O)COC(=O)c2ccc(NC(=O)CC#N)cc2)c1C
  1, 2.4, 0, 5, 1.1, 0.9, -6, -7, -149, -4
> COc1ccc(OC)c2sc(NNC(=O)C3COc4ccccc4O3)nc12 (stereo not given)
  1, 2.8, -3, -1, 1.1, 1, -127, -8, -13, 3
> COc1ccc(C2NCCO2)cc1OC (stereo not given)
  1, 0.8, -4, -9, 0.8, 1.1, 2, 23, -8, -7
> Cc1cc(-c2n[nH]c(=S)n2/N=C/c2cccc([N+](=O)[O-])c2)n[nH]1
  1.1, 3.1, -8, 4, 1, 1, -78, 5, 11, 51*
> O=C(Nc1cccc(C(F)(F)F)c1)/C(=C\c1ccco1)NC(=O)c1cccs1
  1, 3.6, 0, -4, 1, 1, -20, 2, 6, -2
> CC(=O)c1cccc(N(CC(=O)N2CCOCC2)S(C)(=O)=O)c1
  1, 2.4, -4, -1, 1, 1, -7, -3, -8, 3
> O=C(NCc1cccs1)C1CCN(S(=O)(=O)c2cccc3cccnc23)CC1
  1.1, 2.4, -9, -10, 1, 1.1, 11, 4, -6, -7
> O=c1c2ccccc2nc2c3ccccc3c(NCCO)nn12
  1, 3.0, -3, 0, 1.1, 1, -8, -7, -11, 20
> Cc1ccc(S(=O)(=O)C2(C(=O)N3CCCCC3C)CC2)cc1 (stereo not given)
  1.1, 1.1, -7, -8, 0.9, 1.1, -1, 10, -3, 1
> COc1cc(C2NC(=O)NC(c3ccccc3)=C2C(C)=O)cc(Cl)c1OCC(=O)O (stereo not given)
  1, 1.5, -4, -5, 1, 1, -11, -1, 0, -10
> Cc1ccc(-n2c(SCC(N)=O)nc(O)cc2=O)cc1
  1, 0.4, -1, -5, 1, 1.1, -1, 3, -1, -7
> COc1ccc(C(O)c2nccn2Cc2ccccc2)cc1OC (stereo not given)
  1, -0.4, 0, 0, 0.9, 1, 18, 7, -2, -1
> CC(C)CCNC1=NCCCCC1
  1, -0.4, -2, -4, 1, 1, -7, 4, -22, -5
> CCOc1ccc(OCC)c(NC(=O)C2CCN(c3ncccn3)CC2)c1
  1, 2.8, -5, -7, 0.9, 1.1, -3, 7, 8, 2
> O=C(COCc1ccccc1)N[C@@H](Cc1ccc(O)cc1)C(=O)O
  1.1, 0.1, -6, 1, 1, 1, -13, 2, 2, -5
> CCS(=O)(=O)NCC(c1cccnc1)N1CCN(c2ccccc2F)CC1 (stereo not given)
  1.1, -0.5, -6, -6, 1, 1.1, -12, -4, 7, 78*
> Cn1ccnc1C1CCCCN1Cc1nc(Cc2ccccc2F)no1 (stereo not given)
  1, 1.5, -4, -9, 0.9, 1.1, -7, 13, -7, -5
> COCCn1c(-c2ccc(OC)cc2)cnc1N
  1, 0.7, -1, -5, 1, 1.1, -4, 1, -4, 1
> CCOc1ccccc1NC(=O)N1CCN(S(C)(=O)=O)CC1
  1.1, 3.7, -7, -3, 1, 1, -10, 4, 8, 7
> NC(=O)c1ccsc1NC(=O)CN1C(=O)C2CC=CCC2C1=O (stereo not given)
  1, 0.2, -1, -5, 1, 1, -10, 3, -2, 23
> Cc1ccc(C(=O)N2CCN(CCNC(=O)C(=O)NC(C)C)CC2)cc1
  1, -0.6, -1, -2, 1, 1, -7, 2, -15, -8
> Cc1ccc(Nc2c(-c3ccccc3)nc3cnccn23)cc1
  1, -0.5, -3, -6, 1, 1.1, -19, 4, 3, 19

# Ordered by the number under bIAP inh (largest number first): four from the list above
compound | TNAP act hiacc | RAM network inh | TNAP inh hi DEA | FLuc inhib CS | bIAP act | FLuc stim CS | TNAP inh noacc | bIAP inh | APP transl inh
Cn1ccnc1C1CCCCN1Cc1nc(Cc2ccccc2F)no1 (stereo not given) | 1 | 1.5 | -4 | -9 | 0.9 | 1.1 | -7 | 13 | -7
Cc1ccc(Nc2c(-c3ccccc3)nc3cnccn23)cc1 | 1 | -0.5 | -3 | -6 | 1 | 1.1 | -19 | 4 | 3
NC(=O)c1ccsc1NC(=O)CN1C(=O)C2CC=CCC2C1=O (stereo not given) | 1 | 0.2 | -1 | -5 | 1 | 1 | -10 | 3 | -2
COCCn1c(-c2ccc(OC)cc2)cnc1N | 1 | 0.7 | -1 | -5 | 1 | 1.1 | -4 | 1 | -4

# New compounds follow
Molecule	TNAP act hiacc	RAM network inh	TNAP inh hi DEA	FLuc inhib CS	bIAP act	FLuc stim CS	TNAP inh noacc	bIAP inh	APP transl inh	Lmaj promast
O=C(NCc1ccco1)C(=O)c1cn(CC(=O)N2CCCCCC2)c2ccccc12	1	2.2	-3	25	1.2	0.8	-6	-17	-2	5
Cc1ccc(CSCCNC(=O)/C=C/c2ccc(Cl)cc2)cc1	1	0.9	-4	-8	0.9	1.1	-10	13	1	-7
COC(=O)CCSCc1cn2cc(Cl)ccc2n1	1.1	0.7	-7	-5	0.9	1	-16	13	4	3
CC(C)COC(=O)N1CCCC1C(=O)O (stereo not given)	1	1.0	-1	-2	0.8	1	-10	15	3	-1
Cc1cccc(C)c1NC(=O)C/C(N)=N/O	1	2.6	1	-3	0.9	1	-7	6	-9	-6
N#CC1=C(SCC(=O)c2ccccc2)NC2=C(C(=O)CCC2)C1c1ccco1 (stereo not given)	0.9	-0.7	6	2	0.9	1	1	12	68*	17
Cc1ccc(N(CC(=O)N2CCn3c2nc2ccccc23)S(=O)(=O)c2c(C)n[nH]c2C)cc1	1	0.1	1	-6	1.3	1.1	-1	-30	-16	1
Cc1oc(-c2ccccc2)nc1C(=O)N1CCN(c2ccc(F)cc2)CC1	1	0.5	-3	-3	1.2	1	-13	-23	-4	-4
CCc1ccc(/C=C2\SC(=S)N(CCC(=O)NC3=NCCS3)C2=O)cc1	1	9.3*	-2	4	0.9	1	1	7	53*	0
CC1CCc2nn(CC(=O)NCCCN3CCCCC3)cc2C1 (stereo not given)	1	1.0	-4	-4	1.3	1	-16	-28	5	-1
COC(=O)c1ccc(NC(=O)c2ccc(N(C)S(C)(=O)=O)cc2)cc1	1	2.0	-1	2	1	1	-6	2	28	2
O=C(NCc1cccnc1)/C(=C/c1ccco1)NC(=O)c1ccccc1	1.1	-0.6	-8	-8	1	1.1	-14	-4	1	-5
Cc1ccc(C)c(NC(=O)C2CC3c4ccccc4C2c2ccccc23)c1 (stereo not given)	1.1	2.2	-8	-12	1	1.1	0	-1	6	14
Cc1cc(C(=O)OCC(=O)N2CCc3ccccc32)c(C)o1	1.1	5.4	-6	32	0.8	0.7	-13	18	-52	-8
COC(=O)COc1ccc(S(=O)(=O)NCc2cccnc2)cc1	1	2.3	1	-2	0.8	1	-7	16	-3	-3
O=c1c2c3nc4ccccc4nc3n(-c3ccc4c(c3)OCCO4)c2ncn1CC1CCCO1 (stereo not given)	1	.	-2	0	1	1	-12	-2	.	.
Cc1ccc(SCCNC(=O)c2ccc(C)c([N+](=O)[O-])c2)cc1	1	1.3	-3	-9	0.6	1.1	1	35	-12	-2
NC(Cc1cccc2nsnc12)C(=O)O (stereo not given)	1	1.2	-5	-3	1	1	-12	3	-4	9
CC1(c2ccc(OC(F)F)cc2)NC(=O)N(CC(=O)Nc2ccc3c(c2)OCO3)C1=O (stereo not given)	1.1	3.0	-7	-10	0.8	1.1	-13	16	-14	26
OC(COc1ccc2c(c1)CCC2)CN1CCN(c2ccccc2F)CC1 (stereo not given)	1	1.4	-2	-2	1	1	-10	3	1	74*
COC(=O)c1ccc(C(=O)OC)c(NC(=O)CN(c2ccc3c(c2)OCO3)S(C)(=O)=O)c1	1	0.7	-3	-7	0.9	1.1	-8	8	-10	27
COc1ccc(-c2cc(Nc3ccccc3NC(=O)C(F)(F)F)n(CCC#N)n2)cc1	0.9	1.8	5	3	0.9	1	-18	10	4	63*
CC(=O)c1ccc(N2CCN(C(=O)Cc3n[nH]c(=O)c4ccccc34)CC2)cc1	1	5.7	1	5	1	0.9	-8	0	12	-5
